mHTT CaM bind = mHTT-calmodulin interaction abrogation; P42858; AlphaScreen His-mHTT/GST-CaM binding, luminescence; inhibition, % at 15 µM; 190,000 tested, 3.6% active; AID 1671202;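 note: 0% = both proteins with DMSO and 100% = one protein alone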
Pf apPOL inh = Pf-apPOL DNA polymerase inhibition. inhibition, % at 10 µM. Recombinant Pf-apPOL, molecular beacon fluorescence, 1.5 h. 210,000 tested, 0.25% active
Active calls of the source: *; . = not tested or not shown; & = joins results of further samples. Cut-off read from the data, not from the text of the source: active = inhibition above about 50%; inactive = the rest.

The first 6 entries, to show the layout:
mol	mHTT CaM bind	Pf apPOL inh
Cc1cc(C)[n+]2cc(S(=O)(=O)[O-])sc2n1	-8	.
CC(C)CN1CCN(c2ncccc2-c2nnc(-c3ccc(Cl)cc3)o2)CC1	-10	-3
O=C(Nc1c2c(nn1-c1cccc(Cl)c1)CS(=O)C2)C1CCCCC1 (stereo not drawn)	4	-4
COc1cccc(CCC(=O)N2CC3CN(S(=O)(=O)c4ccc(C)cc4)CC(C2)O3)c1	14	-5
O=C(NC1CCCCCC1)C1(S(=O)(=O)c2ccc(Cl)cc2)CC1	-8	-9
O=C(COc1ccccc1)N1CCC(CNS(=O)(=O)c2ccc(Cl)s2)CC1	-2	-3

All compounds of this part, from the first entry:
mol	mHTT CaM bind	Pf apPOL inh
Cc1cc(C)[n+]2cc(S(=O)(=O)[O-])sc2n1	-8	.
CC(C)CN1CCN(c2ncccc2-c2nnc(-c3ccc(Cl)cc3)o2)CC1	-10	-3
O=C(Nc1c2c(nn1-c1cccc(Cl)c1)CS(=O)C2)C1CCCCC1 (stereo not drawn)	4	-4
COc1cccc(CCC(=O)N2CC3CN(S(=O)(=O)c4ccc(C)cc4)CC(C2)O3)c1	14	-5
O=C(NC1CCCCCC1)C1(S(=O)(=O)c2ccc(Cl)cc2)CC1	-8	-9
O=C(COc1ccccc1)N1CCC(CNS(=O)(=O)c2ccc(Cl)s2)CC1	-2	-3
CC(O)CN(CC(C)O)CC(O)COc1ccccc1Br (stereo not drawn)	0	0
O=C(CN1CCN(c2ccc(Cl)cc2)CC1)Nc1cc(C(F)(F)F)ccc1Cl	0	1
COc1ccc(CCNc2nccn(-c3ccccc3OC)c2=O)cc1OC	-3	-9
O=c1[nH]c(SCc2nc3ccccc3[nH]2)nc2ccccc12	6	-20
Cc1ccc(NC(=O)C2CCCN(C(=O)c3ccccc3F)C2)cc1F (stereo not drawn)	26	-2
COc1ccccc1C(=O)N1CCCC(COc2cccc(C(=O)N3CCCCC3)c2)C1 (stereo not drawn)	15	-4
Cc1cc(C)nc(N=C(N)Nc2cc(C(F)(F)F)ccc2Cl)n1	14	1
COc1ncccc1C(=O)N1CCC(C(=O)Nc2cc(C)on2)CC1	-20	-1
Cc1ccc(C(=O)N2CCc3sc(C(=O)NCc4ccccc4F)cc3C2)cc1	2	-2
CCNC(=O)c1ccc(-n2nc(C)cc2C)nc1	-4	0
Cc1nc(C(F)(F)F)ccc1NC(=O)N1CCCN(Cc2c(F)cccc2Cl)CC1	.	-8
COc1ccc2nc(N3CCC(C(=O)NCCc4ccccc4)CC3)sc2c1	1	-4
CCc1nnc2c(NC(=O)c3ccc(Cl)cc3)cccn12	-2	-4
CCc1ccc(N2C(=O)CC(Sc3ccccn3)C2=O)cc1 (stereo not drawn)	-5&-3	-10&-40
COc1ccc(-c2csc(/C(C#N)=C/c3ccc(OC)o3)n2)cc1	69*	-1
O=C(c1ccccn1)N1CCC(n2c(C3CCCC3)nc3cccnc32)C1 (stereo not drawn)	3	-1
Cc1ccc(S(=O)(=O)N2CCN(C)c3ccccc32)cc1	1	2
O=C(c1cccc(OCC2CCCN(C(=O)c3cccc(Cl)c3)C2)c1)N1CCCCC1 (stereo not drawn)	21	-4
CC(C(=O)Nc1ccc(Br)cc1)N(c1ccccc1)S(C)(=O)=O (stereo not drawn)	-3	12

(cont.)
mol	mHTT CaM bind	Pf apPOL inh
O=C(O)C1CCCN1S(=O)(=O)c1cccc2nsnc12 (stereo not drawn)	-5	4
Cn1cc(C(=O)NCC2CCCO2)c2[nH]c(=O)n(-c3ccc(F)cc3)c(=O)c21 (stereo not drawn)	-11	-9
COc1ccc(C(=O)C=Cc2ccc(C)cc2)c(OC(=O)c2ccco2)c1	17	-7
COc1cccc(-n2nc(C(=O)Nc3cccc(C)n3)c3ccccc3c2=O)c1	2	-4
CCOc1ccccc1N1CCN(C(=O)c2ccc(F)cc2)CC1	2	2
COc1ccccc1-n1nnc(C(=O)NCc2ccc(C)cc2)c1N	-5	-8
CCCNC(=O)c1cnc2c(c(C)nn2C)c1Nc1ccc(C)cc1	4	-2
O=C1CSC(c2cccc(Br)c2)N1c1cccc(F)c1 (stereo not drawn)	-2	-1
O=C(Cc1ccccc1Cl)NCC1CCN(C(=O)COc2ccccc2)CC1	6	-14
COc1ccc(Cl)cc1NC(=O)CSc1cc(-c2nc(C3CC3)no2)ccn1	-14	-2
CCC(C)C(=O)N1CCc2c(nc3cc(-c4ccccc4Cl)[nH]n3c2=O)C1 (stereo not drawn)	6	1
CSc1nnc2c(n1)OC=Nc1ccccc1-2	0	-4
Cc1nn(C(=O)C2C3CCC(O3)C2C(=O)O)c(C)c1Br (stereo not drawn)	-1	7
COCC(C)NC(=O)C12CCC(C)(C(=O)C1)C2(C)C (stereo not drawn)	0	-4
CC1CCCC(NC(=O)C2CCN(S(=O)(=O)N3CCCCC3)CC2)C1C (stereo not drawn)	-3	-9
O=C(Nc1ccccc1)/C(=C\c1ccc2c(c1)OCO2)NC(=O)c1ccccc1Cl	-1	-12
CCOCCCNC(=O)N1CCC2(C1)C(=O)Nc1ccccc12 (stereo not drawn)	7	0
CCOC(=O)C1CCN(CC(O)COc2cccc(OC)c2)CC1 (stereo not drawn)	-2	3
Cc1ccccc1C(=O)N1CCC2(C1)C(=O)N(C)c1ccccc12 (stereo not drawn)	8	-9
O=C(Nc1ccc(I)cc1)c1ccccc1	-5	4
FC(F)(F)c1cc2[nH]c(=S)[nH]c2cc1Cl	.	-4
O=C(Nc1cccc2ncccc12)C(c1ccccc1)n1cccc1 (stereo not drawn)	78*	26
CCCN1C(=O)Cc2ccccc2C1C(=O)NCc1ccc(F)cc1Cl (stereo not drawn)	1	-3
COc1cc(/C=C2\SC(=O)N(Cc3ccc(F)cc3)C2=O)cc(Cl)c1O	20	0
CC(C)(C)c1csc(NC(=O)c2ccc(Br)o2)n1	-2	-3

Next section.
mol	mHTT CaM bind	Pf apPOL inh
Cc1ccc(S(=O)(=O)c2nc(-c3ccccc3Br)oc2N(C)C)cc1	8	-2
N#C/C(=C\c1cc(Br)ccc1O)C(=O)NCCc1ccccc1Cl	8	6
Cc1cccc(C2CC(c3ccc(C)c(C)c3)Nc3nnnn32)c1 (stereo not drawn)	-11	3
CC(C)CCNC(=O)c1ccn2c(-c3ccccc3Br)nnc2c1	5	-3
COc1ccc(-c2nc3cccnc3n2C2CCN(S(=O)(=O)c3cccs3)C2)cc1 (stereo not drawn)	17	-4
O=c1nc2n(-c3cccc(Cl)c3)c3ccccc3cc-2c(=O)[nH]1	2	-3
COCC(=O)N1CCC(Nc2ncnc3c2CCC3)CC1	-3	0
CCNC(=O)N1CCCC(c2cccc(C(=O)NCCCN3CCCCC3)c2)C1 (stereo not drawn)	-9	-1
CCN(CC)C(=O)c1ccc(CN2C(=O)COc3ccccc32)o1	-11	0
Cc1noc(-c2ccc(=O)n(Cc3ccccc3C)n2)n1	-6	0
Cc1ccc(OCCNC(C)c2ccccc2)c(C)c1 (stereo not drawn)	-15	0
CCOC(=O)N1CCN(c2cnc3cc(S(=O)(=O)N4CCCCC4)ccc3n2)CC1	-3	-4
Cc1ccc(C)c(-c2cc(C(=O)NC(C)C(=O)N3CCCCC3)no2)c1 (stereo not drawn)	6	-3
COc1c(C(=O)N2CCN(C)CC2)sc2ccccc12	11	-13
CCOc1ccc2nc(Cl)c(C3CC(c4ccccc4)=NN3S(C)(=O)=O)cc2c1 (stereo not drawn)	5	10
O=C(c1cccc([N+](=O)[O-])c1)c1cc2cc(Br)cc(Br)c2o1	.	1
CC1(C)CC(=NOC(=O)c2cc3ccccc3oc2=O)c2ccoc2C1	-1	-4
Cc1c(F)cccc1NC(=O)C1(c2ccc(NS(C)(=O)=O)cc2)CCCCC1	2	2
O=C(Nc1ccc(F)cc1)c1ccccc1Br	-5	-7
Cc1cccc(-n2ncc3c(NCc4cccs4)ncnc32)c1	3	-5
O=C(NCc1cccc(Cl)c1)C1CCCN(c2cn[nH]c(=O)c2)C1 (stereo not drawn)	2	-2
CC1=C(C#N)C(=O)N(CCO)C(=O)/C1=C\c1ccc(-c2cc(Cl)ccc2Cl)o1	37	-3
O=[N+]([O-])c1ccc(C2=CN(c3ccc(Cl)cc3)C(O)=CO2)cc1	.	-11
Cc1cc(C)nc(NC(=O)CCCOc2ccc(Cl)cc2C)n1	7	-3
N#C/C(=C\c1c[nH]c2ccccc12)c1[nH]nc(N)c1C#N	54*	1

The list goes on.
mol	mHTT CaM bind	Pf apPOL inh
CCc1cc(C2CCCN2C(=O)Nc2ccc(C)cc2)on1 (stereo not drawn)	-5	2
O=C(Nc1ccc2c(c1)OCO2)c1cccc([N+](=O)[O-])c1	7	-1
CCOc1ccc(/C=C2/SC(N3CC(C)OC(C)C3)=NC2=O)cc1OC (stereo not drawn)	7	4
COc1ccccc1NC(=O)C1=C(C)NC(SCC(N)=O)=C(C#N)C1c1ccco1 (stereo not drawn)	8	-5
CCc1nnc(NC(=O)CSc2nc3c(c(=O)n2-c2ccc(C)cc2)SCC3)s1	-6	4
O=[N+]([O-])c1ccc(N2CCCC2)cc1NCc1ccccc1	3	-2
Cc1ccccc1NC(=O)c1cn2c(n1)CCCC2	-3	-4
NNC(=O)c1nc(-c2ccccc2)cc(-c2ccccc2)n1	37	22
Clc1ccc(C2CC(c3ccc(Br)cc3)n3nnnc3N2)cc1 (stereo not drawn)	43	-9
Cc1cc(NC(=O)C2CCC(CNS(=O)(=O)c3cccs3)CC2)ccc1Br (stereo not drawn)	6	-7
O=C1OC(c2ccccc2)=N/C1=C\c1cn(-c2ccccc2)nc1-c1cccs1	2	-6
CC(C)c1ccc(S(=O)(=O)NCCC2CCN(C(=O)c3ccc(F)cc3)CC2)cc1	37	-1
COc1ccccc1COc1ccc(C(F)(F)F)cc1[N+](=O)[O-]	-20	-2
CCn1cc(Cl)c(/C=C/C(=O)c2cnn(C)c2)n1	-4	.
COc1cc(NS(=O)(=O)c2ccc(F)cc2)c(OC)cc1NC(C)=O	-6	0
O=C(c1cc(-c2ccc(F)cc2)no1)N1CCCC1c1ccccc1F (stereo not drawn)	-12	-5
O=C(Cc1csc(NS(=O)(=O)c2ccccc2)n1)Nc1ccc2c(c1)OCCO2	16	20
CCCCCC(=O)N1C[C@H](n2cc(C3CC3)nn2)[C@@H](O)C[C@@H]1c1ccc(Cl)cc1	22	-3
COc1ccccc1N1CCN(CCN(C(=O)C2CCCCC2)c2ccccn2)CC1	.	2
Cc1cn(CC(=O)N(C)C)c(=NC(=O)c2cccc(Cl)c2)s1	0	-1
CC1CCCCN1C(=O)c1cn(-c2ccc(Cl)cc2)c(=O)c2ccccc12 (stereo not drawn)	1	-5
CC(=O)N1CCc2ccc(C(=O)N3CCOCC3)cc21	-6	-3
CCn1nccc1C(=O)N1CCC(CCOc2ccccc2)CC1	11	-2
COc1ccc(Nc2c([N+](=O)[O-])cc([N+](=O)[O-])c3cccnc23)cc1	14	-4
CC(=O)c1ccc(N2N=C(C)/C(=C\c3ccc(-c4cccc([N+](=O)[O-])c4)o3)C2=O)cc1	14	-2

Continued.
mol	mHTT CaM bind	Pf apPOL inh
COC(=O)c1cccc(NC(=O)NC2CCCN2S(=O)(=O)c2ccc(Cl)cc2)c1 (stereo not drawn)	-9	1
CN1[C@H](Cc2ccccc2)COc2cccc(F)c2S1(=O)=O	0	-4
CC(=O)NCc1csc(C2CCCN(C(=O)c3ccccc3C)C2)n1 (stereo not drawn)	-14	-6
CC(=O)N1CCN(c2nc3c(s2)CC(C(=O)NCc2ccc(F)cc2)CC3)CC1 (stereo not drawn)	14	-2
CC(SCc1ccccc1)C(=O)Nc1ccc2c(c1)OCCO2 (stereo not drawn)	0	-13
CCc1ccc(C(=O)N2CC(C(=O)NC)C3(CCCC3)C2)cc1 (stereo not drawn)	-5	0
COc1cccc(-c2nc(C3CCN(C(=O)c4cccc(C)c4)CC3)no2)c1	6	6
COC(=O)c1ccc(C=C2Oc3c(ccc(O)c3CN3CCCC(C)C3)C2=O)cc1 (stereo not drawn)	7	-25
COc1ccc(C(=O)Nc2c3c(nn2-c2ccccc2)CSC3)c(OC)c1	-3	-6
CCSc1nnc2c(n1)OC(c1ccccn1)Nc1ccc(Br)cc1-2 (stereo not drawn)	10	0
Cc1ccc(C)n1-c1cc([N+](=O)[O-])ccc1N1CCN(S(C)(=O)=O)CC1	.	2
Cc1cccc(C2CCCN2C(=O)NCc2ccc(F)cc2)c1 (stereo not drawn)	-8	0
O=C1c2ccccc2C(=O)N1c1ncn[nH]1	-2	-7
COc1cccc(C2C3=C(CC(C)(C)CC3=O)Nc3ccccc3N2C(C)=O)c1 (stereo not drawn)	7	-3
COC(=O)CCCn1cc(CN2CC(N3CCCCC3)CS2(=O)=O)nn1 (stereo not drawn)	-13	-3
Cc1ccc(N2CCC(NC(=O)C(C)C)C2=O)cc1C (stereo not drawn)	-12	-1
Cc1ccc(C(NC(=O)C(C)C)c2cc(Cl)c3cccnc3c2O)cc1 (stereo not drawn)	24	-10

Record cards, as listed above. Order of values: mHTT CaM bind | Pf apPOL inh
Results for `CC(=O)N1CCN(c2nc3c(s2)CC(C(=O)NCc2ccc(F)cc2)CC3)CC1` (stereo not drawn) = 14 | -2
Results for `Cc1ccc(N2CCC(NC(=O)C(C)C)C2=O)cc1C` (stereo not drawn) = -12 | -1
Results for `CC(=O)NCc1csc(C2CCCN(C(=O)c3ccccc3C)C2)n1` (stereo not drawn) = -14 | -6
Results for `COC(=O)c1cccc(NC(=O)NC2CCCN2S(=O)(=O)c2ccc(Cl)cc2)c1` (stereo not drawn) = -9 | 1

Outcome played no part in choosing rows, and some 3.6% of all compounds hit somewhere here.
